Screening results deposited in PubChem BioAssay by several laboratories.
MC4R antagonist – blocks human MC4R cAMP signaling | P32245 | MC4R-expressing cells, MTII-stimulated cAMP, LANCE TR-FRET | inhibition, % at 6.5 µM | 360,000 tested, 0.48% active | AID 540295;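 active = inhibition above its plate's cutoff, the mean of tested wells on that plate plus 3 SD, cut at about 29% in these data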;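 note: 0% = Melanotan II alone and 100% = Melanotan II plus saturating MCL0020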
Target sequence (P32245 whole entry, looked up): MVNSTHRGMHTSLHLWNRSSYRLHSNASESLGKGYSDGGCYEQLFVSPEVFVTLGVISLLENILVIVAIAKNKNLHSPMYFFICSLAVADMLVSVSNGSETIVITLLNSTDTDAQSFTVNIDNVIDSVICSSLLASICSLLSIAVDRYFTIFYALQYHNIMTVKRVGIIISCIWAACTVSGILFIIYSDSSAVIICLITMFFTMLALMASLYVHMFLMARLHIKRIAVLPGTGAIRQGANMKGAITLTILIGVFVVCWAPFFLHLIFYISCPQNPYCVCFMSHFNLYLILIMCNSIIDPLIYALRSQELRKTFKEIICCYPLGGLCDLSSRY
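Material: U2OS-MC4R stable cell line | Reagent: Melanotan II challenge after compound preincubation | Doses: One concentration, 6.5 µM nominal | Incubation: 30-min compound preincubation, 1-h Melanotan II challenge, 1-h detection, room temperature | Signal: TR-FRET cAMP assay | Replicates: One well per compound, no replicates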
MC4R barr agon – agonists of human melanocortin 4 receptor (MC4R) beta-arrestin; 360,000 tested, 0.98% active; activation, % at 8.9 µM; AID 540308; U2OS MC4R beta-arrestin complementation, luminescence; percent of melanotan II response, DMSO zero;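 active = activation above a per-plate cutoff, the mean activation of sample wells on that plate plus 3 SD, cut at about 8% in these data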
CaV13 FRET inh – Primary screen for inhibitors of IQ motif and Ca2+-dependent inactivation inhibitor domain binding in CACNA1D, Förster resonance energy transfer in living cells, …; inhibition, % at 12.3 µM; HEK cells, CFP/YFP FRET ICDI-IQ, plate reader, 10 min; percent FRET-ratio fall versus neutral wells; 340,000 tested, 0.098% active;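 active = mean replicate inhibition of at least 30% and at least 1% of replicates passing that level; inconclusive = only one of the two criteria is met; inactive = neither criterion is met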;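 note: 0% = median of the neutral control wells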
Exocytosis inh – lytic granule exocytosis inhibition; TALL-104 LAMP-1 surface exposure, flow cytometry; cells stimulated with thapsigargin and PMA; inhibition, % at 10 µM; AID 651702; 360,000 tested, 0.66% active;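 active = inhibition above about 55%, limit read from the data; inconclusive = no clear call, values can overlap the other calls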
HTR2A ag – activates the mouse 5-HT2A serotonin receptor; P35363; CHO-K1 mHTR2A beta-arrestin complementation, luminescence; percent of 30 µM serotonin response; activation, % at 7.6 µM; 360,000 tested, 0.66% active;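 active = activation above a run cutoff, the mean activation of all tested compounds plus 3 SD, cut at about 14% in these data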;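 note: 0% = plate median of compound wells and 100% = 30 µM serotonin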
PDI inh – inhibitors of human protein disulfide isomerase. PDI insulin aggregation turbidity, A650, 90 min. P07237. inhibition, % at 10 µM. 350,000 tested, 0.052% active. AID 588391;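 active = mean inhibition across replicates of 30% or more, whatever share of single replicates reach that level; inconclusive = mean inhibition below 30% while every single replicate reaches 30%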;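 note: absorbance from insulin aggregation driven by PDI reduction with DTT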
Target sequence (P07237 whole entry, looked up): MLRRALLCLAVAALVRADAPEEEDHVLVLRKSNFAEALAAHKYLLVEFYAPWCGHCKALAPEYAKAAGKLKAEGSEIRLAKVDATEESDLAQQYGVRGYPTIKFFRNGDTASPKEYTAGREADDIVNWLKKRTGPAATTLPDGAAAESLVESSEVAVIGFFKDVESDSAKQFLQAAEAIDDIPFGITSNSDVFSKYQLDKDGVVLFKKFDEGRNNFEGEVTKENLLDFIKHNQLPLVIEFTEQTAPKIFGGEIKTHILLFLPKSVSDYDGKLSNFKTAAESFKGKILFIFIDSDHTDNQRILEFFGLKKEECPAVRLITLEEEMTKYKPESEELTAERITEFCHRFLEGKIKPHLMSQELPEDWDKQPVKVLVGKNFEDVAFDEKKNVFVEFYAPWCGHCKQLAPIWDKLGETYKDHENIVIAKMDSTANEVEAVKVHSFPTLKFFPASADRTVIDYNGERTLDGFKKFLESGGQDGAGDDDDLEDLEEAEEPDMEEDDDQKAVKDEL
ABCB6 inh MLPCN – inhibitors of human ABC transporter ABCB6; fluorescence ratio to DMSO, % at 10 µM; K562-ABCB6 porphyrin accumulation, flow cytometry, 1 h; active compounds read low; 360,000 tested, 0.19% active; Q9NP58;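 active = fluorescence ratio to DMSO below 75%, the collection mean minus 3 SD; inconclusive = too few cells collected in the well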;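 note: signal is porphyrin accumulated inside mitochondria; 100% equals median channel fluorescence of DMSO control wells; lower ratio means ABCB6 inhibition with less porphyrin fluorescence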
Cardio protect – protects H9c2 cardiomyocytes from peroxide injury; protection from H2O2 cell death, % at 20 µM; 360,000 tested, 0.63% active; H2O2 injury protection, ATPLite, 2 h;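 active = compounds giving at least 50% protection of heart cells from peroxide-induced death in the single-dose screen, raw or plate-pattern-corrected value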;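 note: 0% = DMSO wells with peroxide and 100% = DMSO wells without peroxide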
ABHD5 PLIN5 PPI – inhibitors of human ABHD5-perilipin-5 interaction | Q00G26+Q8WTS1 | Split G. princeps luciferase complementation, luminescence, 4 h | inhibition, % at 4 µM | 360,000 tested, 0.78% active | AID 602281;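 active = inhibition above the mean inhibition across every tested compound plus 3 SD, cut at about 22% in these data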;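 note: 0% = DMSO only wells and the 100% control is not disclosed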
N-glyco inh – blocks N-linked glycosylation in D54 reporter cells. D54 ERlucT glycosylation luciferase reporter, 24 h; percent of 100 nM tunicamycin response. reporter increase, % at 12.5 µM. 360,000 tested, 0.23% active. AID 588692;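 active = mean luciferase reporter signal, scaled so untreated is 0 and the glycosylation-blocking control 100, at or above a set limit in every replicate; inconclusive = mean reaches the limit but not every replicate does; inactive = mean below the limit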;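 note: luciferase carries N-glycosylation sites so blocking glycosylation raises the light; 0% = median of neutral control wells and 100% = median of 100 nM tunicamycin wells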
The depositor's hits bear a star; u = inconclusive; x = not tested or not shown.

SMILES	MC4R antagonist	MC4R barr agon	CaV13 FRET inh	Exocytosis inh	HTR2A ag	PDI inh	ABCB6 inh MLPCN	Cardio protect	ABHD5 PLIN5 PPI	N-glyco inh
CON(C)c1nc(OCCNC(=O)COc2ccc(Cl)cc2C)nc(N(C)C)n1	2	-0.6	-5	-1	1	1	147	19	3	0
CC1(C(=O)NS(=O)(=O)c2cccc(C#N)c2)CCN1C(=O)Cc1ccccc1 (configuration not stated)	3	1.5	-10	-3	5	9	99	4	0	2
CNC(=O)C1=C(C)Nc2nc3ccccc3n2C1c1cccc(OC)c1 (configuration not stated)	-1	1.2	-6	-1	2	1	101	-14	-1	1
Cc1cc(C)n2nc(-c3ccco3)nc2n1	-8	-1.7	3	0	0	-1	84	2	-2	4
Cc1nn(C)c(C)c1N=Cc1c(O)ccc2ccccc12	4	3.3	-8	0	-1	0	103	6	11	1
CC(C)c1c(C(=O)N/N=C/c2cccs2)nnn1-c1nonc1N	-3	-3.1	-6	-2	2	22	95	1	-3	4
CCCCN1C(=O)C(CC(=O)NC(c2ccccc2)c2ccccc2)CC(C(=O)N(C(C)C)C(C)C)=C1C (configuration not stated)	-7	-0.8	-6	1	-1	11	99	12	5	-3
COC1CCN(C(=O)c2ccc3oc(Cc4ccc(Cl)cc4)nc3c2)CC1	7	-3.5	-2	5	5	8	93	-6	-1	0
CC[C@]12c3[nH]c4cc(-c5ccco5)ccc4c3CCN1C(=O)[C@@H](CC(=O)NCCCOC)C[C@@H]2C(=O)N1CCN(C(=O)c2ccco2)CC1	12	0.4	-7	-2	0	u	94	11	16	1
NC(=O)/C(=C/c1ccco1)C(N)=S	1	-3.2	-12	-8	-3	-7	98	2	-16	0
COc1cc(S(=O)(=O)N2CCOCC2)ccc1NC(=O)CN1c2cccc3cccc(c23)S1(=O)=O	3	-2.1	-3	-2	-8	14	98	13	-2	1
CNC(=O)c1c(Cl)cnn1-c1ccc(F)cc1	7	-2.3	6	5	-5	-3	89	-5	4	-1
CCOC(=O)c1cnc2c(CC)cccc2c1NCCN1CCOCC1	2	-1.3	-4	9	-5	7	96	3	-2	1
O=C(O)CN1C(=O)c2cccc(Oc3ccc(Cl)cc3)c2C1=O	3	1.7	-5	2	10	-11	100	-1	-4	4
COc1ccc(-c2nn(Cc3ccccc3)cc2C(=O)N2CCN(c3ccccn3)CC2)cc1OC	-1	-2.5	-6	2	0	1	98	1	4	1
COc1ccc(S(=O)(=O)N2CCC(C(=O)NCCc3c[nH]c4ccccc34)CC2)cc1	6	-0.6	-20	12	5	11	99	-2	5	0
COCCn1nnnc1C1(N(Cc2cc3cc(C)ccc3[nH]c2=O)CC2CCCO2)CCN(C)CC1 (configuration not stated)	15	-0.5	x	-2	1	-3	95	0	-1	3
CCc1ccc(CN2CCCC(C(=O)Nc3ccc(-c4cscn4)cc3)C2)o1 (configuration not stated)	5	-2.7	-7	-1	0	6	96	1	1	-4
CCN(c1ccccc1)S(=O)(=O)c1ccc(C(=O)Nc2cccc(NC(C)=O)c2)cc1	5	-0.5	-2	-3	5	4	96	-1	-2	-2
S=C(NCCCCc1ccccc1)NCc1ccccc1	4	-0.7	x	-2	-9	11	101	-7	4	0
C=CCn1c(C)cc(C(=O)COC(=O)C2CC(=O)N(CCc3ccc(OC)c(OC)c3)C2)c1C (configuration not stated)	7	-0.2	-8	-10	-2	-15	97	2	12	0
CN(C(=O)c1ccc(NC(=O)Cc2ccc(NC(=O)C3CCN(C(=O)c4ccccc4)CC3)cc2)cc1)C1CCCC1	0	-0.6	-5	1	-1	-2	101	-14	6	-1
Cc1ccc(N(CC(=O)Nc2ccccc2C(=O)N2CCOCC2)S(C)(=O)=O)cc1	7	-0.9	-4	2	1	-2	94	4	3	3
CN1C(=O)c2ccc(NC(=O)C3CC3)cc2C1=O	9	-1.2	x	-6	-3	-2	100	2	-9	1
OC1CCCN(Cc2ccccc2)C1 (configuration not stated)	0	0.1	-9	-3	7	0	86	3	-3	0
(further entries)
SMILES	MC4R antagonist	MC4R barr agon	CaV13 FRET inh	Exocytosis inh	HTR2A ag	PDI inh	ABCB6 inh MLPCN	Cardio protect	ABHD5 PLIN5 PPI	N-glyco inh
CC1CCC(C(C)C)C(OCC(O)CN2CCOCC2)C1 (configuration not stated)	2	1.1	-10	-2	7	-9	102	-4	-2	0
N#Cc1ccccc1Oc1ccccc1C=O	-10	-3.7	-4	16	4	-1	103	9	-3	4
COc1ccc(CC(=O)N2CCN(c3cccc(Cl)c3)CC2)cc1OC	11	0.6	-3	-7	5	0	100	-8	0	-1
COc1ccc(NC(=O)c2cncc(Br)c2)cc1S(N)(=O)=O	6	-1.9	2	2	7	1	98	5	-1	2
O=C(NCCS(=O)(=O)N1CCN(c2ccccc2)CC1)C12CC3CC(CC(C3)C1)C2	8	1.1	-9	-9	-17	4	91	-11	-1	-2
CCSC(=O)NC1CCCCC1	-4	0.2	-5	-5	0	-1	102	2	4	-1
COc1ccc(Cl)cc1C(=O)OCC(=O)c1ccc[nH]1	4	0.9	-5	1	3	-1	88	2	6	0
COc1ccnc(N2CCN(c3cccc(C(F)(F)F)c3)CC2)c1C#N	2	1.9	-4	3	-1	-3	102	-12	5	0
COc1ccc(NC(=O)c2oc3ccccc3c2NC(=O)c2ccc3c(c2)OCO3)cc1	5	0.4	-3	0	-4	3	94	19	5	-1
O=[N+]([O-])c1ccc2nc(-c3ccccc3)cc(-c3ccccc3)c2c1	16	-1.1	-19	-2	1	-2	101	-6	1	1
CCCCN(C=O)c1c(CC)nc2ccc(C(=O)N3CCN(C)CC3)cn12	1	0.8	-4	6	8	-19	98	-1	3	2
C#CCNC(=O)[C@H](Cc1ccc(C(=O)c2ccccc2)cc1)NC(=O)OC(C)(C)C	0	-0.8	-5	16	2	-8	103	-2	7	4
Cn1c(SCC(=O)c2ccccc2)nnc1-c1cccnc1	-3	-1.8	-5	-4	-2	-1	100	-2	-4	3
O=C(CSc1nnc2ccc(-c3ccc(Br)cc3)nn12)NCC1CCCO1 (configuration not stated)	11	-0.6	-6	-8	0	-2	101	-2	-5	3
COc1cccc(Cn2c(=S)[nH]c3ccc(N4CCOCC4)cc3c2=O)c1	0	-1.7	-5	0	-5	-5	88	-8	-2	-7
O=C(O)c1cccc(N/N=C/c2ccc(F)c(F)c2)c1	13	-1.0	-3	6	-2	5	100	8	-2	-8
CCCCNC(=S)NNC(=O)c1c(Cl)c(C)nn1C	18	-1.3	x	5	-5	-3	97	-1	-2	1
CCOC(=O)c1sc(=NC(=O)COc2ccccc2)n(C)c1C	-1	0.8	2	-4	-5	-2	93	0	7	2
COC(=O)c1cnc(Nc2ccc(Cl)cc2)c([N+](=O)[O-])c1	1	2.0	-1	9	-2	-8	102	1	9	0
Cc1cccc(OCC(O)CN2CCN(CCN3C(=O)c4cccc5cccc(c45)C3=O)CC2)c1C (configuration not stated)	26	-0.7	-4	22	-11	-2	98	32	2	14
O=C1CCC(C(=O)OCC(=O)c2c[nH]c3ccccc23)=NN1	14	0.4	-4	0	1	-1	99	-9	6	1
CC(=O)c1ccc(N2CCN(C(=O)C3CCN(S(=O)(=O)c4ccc5c(c4)CC(C)N5C(=O)C4CC4)CC3)CC2)cc1 (configuration not stated)	-1	-0.7	-5	0	5	-19	97	-5	13	-3
CC(C)Cn1c(Cc2ccccc2)n[nH]c1=S	-5	-2.1	-8	0	-2	4	97	-4	-11	1
O=C(Nc1nc(-c2ccccc2)cs1)c1ccc(N2CCOCC2)c([N+](=O)[O-])c1	5	-2.0	x	84*	11	-46	85	-8	10	-4
COc1cc(CCCN2C(=O)C(=O)NC[C@@H]2CCCCN)cc(OC)c1OC	0	-1.5	-5	-19	1	3	103	10	5	0
O=C(N/N=C1\CCCc2ccccc21)c1ccccc1[N+](=O)[O-]	-3	3.2	-5	12	7	-8	91	-3	7	2
COc1ccc(C2(C(=O)NCCc3ccccc3)CCCC2)cc1	8	-1.5	8	8	-4	0	95	0	0	-1
CCCOC(=O)c1c(N)sc2c1CCC2	2	-0.8	-5	9	1	-6	103	5	-10	-1
CC(=O)Nc1c(O)nc(SCC(=O)Nc2nnc(CC(C)C)s2)[nH]c1=O	6	-2.3	-5	-4	3	0	97	14	-6	-1
Cc1ccccc1NC(=O)Cn1nc(C)n2cccc2c1=O	10	-3.1	-3	-7	8	-2	101	4	-2	1

11 compounds already listed, sorted by formula weight, high to low:
SMILES	MC4R antagonist	MC4R barr agon	CaV13 FRET inh	Exocytosis inh	HTR2A ag	PDI inh	ABCB6 inh MLPCN	Cardio protect	ABHD5 PLIN5 PPI	N-glyco inh
CC(=O)c1ccc(N2CCN(C(=O)C3CCN(S(=O)(=O)c4ccc5c(c4)CC(C)N5C(=O)C4CC4)CC3)CC2)cc1 (configuration not stated)	-1	-0.7	-5	0	5	-19	97	-5	13	-3
COc1ccc(NC(=O)c2oc3ccccc3c2NC(=O)c2ccc3c(c2)OCO3)cc1	5	0.4	-3	0	-4	3	94	19	5	-1
COc1cccc(Cn2c(=S)[nH]c3ccc(N4CCOCC4)cc3c2=O)c1	0	-1.7	-5	0	-5	-5	88	-8	-2	-7
CCCCN(C=O)c1c(CC)nc2ccc(C(=O)N3CCN(C)CC3)cn12	1	0.8	-4	6	8	-19	98	-1	3	2
O=[N+]([O-])c1ccc2nc(-c3ccccc3)cc(-c3ccccc3)c2c1	16	-1.1	-19	-2	1	-2	101	-6	1	1
COc1ccc(C2(C(=O)NCCc3ccccc3)CCCC2)cc1	8	-1.5	8	8	-4	0	95	0	0	-1
Cn1c(SCC(=O)c2ccccc2)nnc1-c1cccnc1	-3	-1.8	-5	-4	-2	-1	100	-2	-4	3
CC1CCC(C(C)C)C(OCC(O)CN2CCOCC2)C1 (configuration not stated)	2	1.1	-10	-2	7	-9	102	-4	-2	0
COc1ccc(Cl)cc1C(=O)OCC(=O)c1ccc[nH]1	4	0.9	-5	1	3	-1	88	2	6	0
CCCOC(=O)c1c(N)sc2c1CCC2	2	-0.8	-5	9	1	-6	103	5	-10	-1
N#Cc1ccccc1Oc1ccccc1C=O	-10	-3.7	-4	16	4	-1	103	9	-3	4
